Source: PubChem BioAssay (Vanderbilt High Throughput Screening Facility)
Cav3 T inh – inhibitors of human Cav3.2 T-type calcium channel; O95180; Cav3.2-expressing cells, Fluo-4 calcium fluorescence FDSS; hits give low values; B-score at 10 µM; 4% of 100,000 active; AID 449739;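 active = single-dose well whose peak fluorescence ratio is a statistical outlier from its plate by either plate-standardised score or position-corrected B-score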
* = called active by the depositor.

SMILES | Cav3 T inh
COC(=O)c1sc(NC(=O)Cc2cccs2)nc1C | 0.46
COC(=O)CCCC1=CC2=CC(=O)C(C)(OC(=O)c3cccs3)C(=O)C2=CN1Cc1ccccc1 (stereo unspecified) | 0.21
O=C(C1CCC(C(=O)N2CCc3ccccc32)CC1)N1CCc2ccccc21 (stereo unspecified) | -0.11
CN(CC(N)=O)S(=O)(=O)c1ccc(F)cc1 | 0.48
O=C(Nc1ccc(S(=O)(=O)N2CCc3ccccc3C2)cc1)C1CCCO1 (stereo unspecified) | -3.9*
CCN(CC)CC(O)COc1ccc2c(c1)OCO2 (stereo unspecified) | 0.49
Cc1c([N+](=O)[O-])c(C(=O)Nc2ccc3c(c2)OCCO3)nn1C | 0.94
C=CCn1c(CCNC(=O)c2cccs2)nnc1SCC(=O)c1ccc(Cl)cc1 | -0.47
CCC(C)n1nccc1NC(=O)C(C)OC(=O)c1cc2ccccc2[nH]1 (stereo unspecified) | -0.51
CC1CN(C(=O)CSc2nc(-c3ccccc3)cs2)CC(C)O1 (stereo unspecified) | -0.24
Cc1cccc(NC(=O)C(c2cccc([N+](=O)[O-])c2)N2CCCCC2)c1 (stereo unspecified) | -8*
CNC(=O)CN1C(=O)c2ccccc2S1(=O)=O | 0.32
COc1cc(C(=O)Nc2ccc(S(=O)(=O)NC(C)C)cc2)cc(OC)c1OC | -1.4
O=C(Nc1nc(-c2cccnc2)cs1)c1ccc(S(=O)(=O)N2CCOCC2)cc1 | -0.063
Fc1ccc2c(c1)[C@H]1OCC[C@H]1[C@@H](c1ccco1)N2 | 0.71
COC(=O)c1cc2sccc2n1Cc1nc(-c2ccc(OC)cc2)oc1C | -0.39
CCc1nc(C)cc(N)c1OCc1ccccc1 | -1.2
COC(=O)c1sc(NC(=O)c2ccco2)nc1C | -0.12
O=c1c2ccccc2n2cnnc2n1-c1ccccc1 | -0.097
O=C(CSc1oc(-c2ccc(F)cc2)nc1S(=O)(=O)c1ccccc1)NCC1CCCO1 (stereo unspecified) | 1.2
O=C(NCCc1csc(-c2cccnc2)n1)c1cccc2ccccc12 | 0.04
Cc1occc1C(=O)Nc1c(F)cc(F)cc1Br | 0.2
COc1cccc(NC(=S)/C(=C(\[O-])c2ccc(C)c([N+](=O)[O-])c2)[n+]2ccccc2)c1 | 1.4
Cc1ccccc1NC(=O)c1ccccc1 | 0.35
Cc1cc(C)cc(N(C(=O)c2csnn2)C(C(=O)NC(C)(C)C)c2cccs2)c1 (stereo unspecified) | 0.021
The list continues.
SMILES | Cav3 T inh
C=CCn1c(CCNC(=O)c2cccs2)nnc1SCC(=O)Nc1cccc(F)c1 | -0.8
C/C(=N\OC(=O)c1ccc(F)cc1)c1nccs1 | -0.91
Nc1cc(C(=O)c2ccccc2)ccc1N1CCOCC1 | 0.29
COc1ccccc1-c1nnc(SCCN2CCOCC2)n1-c1ccc(C)cc1 | 0.58
CSc1nc2sc3c(c2c2nnnn12)CCCC3 | -0.5
COc1ccc(NC(=O)c2oc3cc(C)c(C)cc3c2C)c(OC)c1 | -0.12
CC(C)CCn1nnnc1C(c1ccc(F)cc1)N1CCN(C(=O)c2ccco2)CC1 (stereo unspecified) | 0.62
O=C(O)C(F)(F)S(=O)(=O)O | 0.11
Cc1noc(C)c1COC(=O)c1cccnc1SCC(=O)Nc1ccc2c(c1)OCO2 | -3.6
CCN1CCN(c2cc(C)c3cc(NC(=O)Cc4ccccc4OC)ccc3n2)CC1 | 0.029
COc1ccc(N=NC2=C(O)CC(C)(C)CC2=O)c(OC)c1 | -2.4
O=C(CSc1nnc2scc(-c3ccccc3)n12)N1CCN(Cc2ccccc2)CC1 | -1.3
O=c1c(-c2ccc3c(c2)OCCO3)c(C(F)(F)F)oc2cc(O)cc(O)c12 | -3.9
COc1ccccc1-c1cc(-c2ccccc2)nc(SC(C(N)=O)c2ccccc2)c1C#N (stereo unspecified) | -0.76
Cc1cc(N2CCCC2=O)cc(C)c1S(=O)(=O)NCCOc1ccc(C(C)(C)C)cc1 | -3.6
Cc1ccccc1NC(=O)c1c(F)c(F)c(F)c(F)c1F | 0.69
Nc1ccccc1Nc1ccccc1 | 0.24
CN(C)C(=O)COC(=O)/C=C/c1ccccc1[N+](=O)[O-] | -0.0078
CCN(CC)CCOc1nc(C)nc2c1oc1ccccc12 | 0.028
COc1cccc(-n2c(SC)nnc2-c2cnccn2)c1 | -0.64
CC(=O)[C@@H]1[C@@H]2C(=O)N(c3ccc(F)c(Cl)c3)C(=O)[C@@H]2C2c3ccccc3C=CN21 (stereo partly specified) | -0.96
Cc1cc(C(=O)NCc2cccnc2)no1 | -0.038
COc1ccc(CCN(C(=S)Nc2ccccc2)C2CC(=O)N(c3ccccc3)C2=O)cc1 (stereo unspecified) | -0.033
COc1ccc(C(=O)NC2CCN(C(=S)NCc3ccco3)CC2)cc1 | -0.85
Cc1cccc(-n2c(C)n[nH]c2=S)c1C | 0.51

No new results follow: two of the compounds above.
SMILES | Cav3 T inh
C=CCn1c(CCNC(=O)c2cccs2)nnc1SCC(=O)Nc1cccc(F)c1 | -0.8
C/C(=N\OC(=O)c1ccc(F)cc1)c1nccs1 | -0.91

New compounds follow:
SMILES | Cav3 T inh
O=c1cc(Cn2ccnc2)c2cc3c(cc2o1)CCC3 | -0.48
CCOC(=O)C(NC(C)=O)(Nc1ccc(S(=O)(=O)Nc2ccncn2)cc1)C(F)(F)F (stereo unspecified) | 0.31
CC1(C)NC(=O)N(CC(O)CNC23CC4CC(CC(C4)C2)C3)C1=O (stereo unspecified) | -0.34
C=CCOc1ccc(/C(O)=C2\C(=O)C(=O)N(CCOC)C2c2cccnc2)cc1 (stereo unspecified) | -0.1
Cc1ccccc1NC(=S)NN1CCN(C)CC1 | -0.038
CCC1(C)Cc2ccccc2-c2nc(NCCO)n(-c3ccc(C)cc3)c(=O)c21 (stereo unspecified) | -3.3
COc1cccc(-c2nc(CS(=O)CC(=O)NCc3ccc4c(c3)OCO4)c(C)o2)c1 (stereo unspecified) | -5*
CC1C(=O)CCN(C(C)C)C1C (stereo unspecified) | -0.17
COc1cccc(-n2cc3c(=O)n(C)c(=O)n(C)c3c2)c1 | -0.003
Cc1ccc(S(=O)(=O)N(C)c2ccc(C(=O)O)cc2)cc1 | -0.42
Cc1ccc(Sc2ccc(NC(=O)c3ccc(S(C)(=O)=O)cc3Cl)cc2)cc1 | 0.14
Cc1cc(C(=O)Nc2cccc3ncccc23)no1 | -0.22
CC(=O)Oc1ccc2ccccc2c1C(NC(=O)Cc1ccccc1)c1ccc(Cl)cc1 (stereo unspecified) | -9.8*
COc1ccc(CNc2ccccc2)cc1Br | -1.3
CCc1cc(C(=O)NNC(=S)Nc2cccc(C)c2)cs1 | -2.2
CCOC(=O)c1ccc(NC(=O)c2nc[nH]c2C(=O)NCC(=O)OC(C)(C)C)cc1 | 0.01
COC(=O)c1ccc(C2C(Oc3ccc(OC)cc3)C(=O)N2CCc2ccc(F)cc2)cc1 (stereo unspecified) | -0.96
COC(=O)CCC(=O)OC1(C)C(=O)C2=CN(CCc3c[nH]c4ccccc34)C(c3ccc(OC)cc3)=CC2=C(Br)C1=O (stereo unspecified) | -0.092
CCn1c(CCCOc2ccc(Cl)cc2Cl)nnc1SCC(=O)Nc1cccc(F)c1 | 0.27
CC[C@@H](C)CN1C(=O)N[C@@H](c2ccccc2)C(C(C)=O)=C1C | 0.19
CCC(=O)Nc1ccc2nc(C3CC3)n(Cc3ccccc3)c(=O)c2c1 | -0.19
CC(=O)[C@H]1CC[C@H]2[C@@H]3CCC4=CC(=O)CC[C@]4(C)[C@H]3CC[C@]12C | -1.2
CC(C)CNC(=O)CN(C1CCCCC1)S(C)(=O)=O | -0.4
C[C@H](NC(=O)OC(C)(C)C)C(=O)NCC1CCC(C(=O)O)CC1 (stereo partly specified) | 0.21
COc1cccc(C(=O)N2CCN(S(=O)(=O)Cc3ccccc3)CC2)c1 | 0.5
Additional records.
SMILES | Cav3 T inh
Cc1c(Cl)ccc2c1NC(=O)[C@]21N[C@@H](Cc2ccccc2)[C@H]2C(=O)N(c3ccc(F)cc3)C(=O)[C@H]21 | -0.069
CCC(C)NC(=O)c1c(N)n(/N=C/c2ccccn2)c2nc3ccccc3nc12 (stereo unspecified) | 0.54
O=C(Cn1cnc2c(cnn2-c2ccccc2)c1=O)NCc1ccccc1 | 0.68
O=C(Oc1ccc2c(c1)OCC2=O)c1ccccc1 | -3
Cc1occc1-c1nnc(SCC(=O)NCc2cccs2)n1CC1CCCO1 (stereo unspecified) | -0.52
OC1(CN2CCOCC2)C2CN3CCN(C2)CC1(c1ccccc1)C3 (stereo unspecified) | 0.49
CCOc1cccc(NC(=O)C2CCCN(S(=O)(=O)c3ccc(-n4cnnn4)cc3)C2)c1 (stereo unspecified) | 0.76
O=C(c1ccc(=O)oc1)N1CCN(C(c2ccccc2)c2ccccc2)CC1 | 0.11
Cc1ccc(S(=O)(=O)NCC2CCC(C(=O)NCc3ccco3)CC2)cc1 (stereo unspecified) | 0.23
O=S(=O)(NC1CCN(Cc2ccccc2)CC1)c1cccc2cccnc12 | 0.64
CNC(=O)CSc1nc(-c2ccccc2)c(-c2ccccc2)[nH]1 | 0.25
COc1ccccc1NS(=O)(=O)c1ccc(NC(=O)CCNC(=O)c2ccco2)cc1 | 0.023
O=C1COc2ccc(C(=O)COC(=O)c3ccc4ccccc4n3)cc2N1 | 0.14
CCOc1cc(C)c(Cl)cc1S(=O)(=O)N1CCCC1 | -2.6
CC1CCCCC1NC(=O)CN1CCC(O)(c2ccc(F)cc2)CC1 (stereo unspecified) | 0.86
CSc1c(CC(=O)NCCO)n(C)c2ccccc12 | -0.045
CCCCCCC1CC(CCC(=O)Nc2ccc([N+](=O)[O-])cc2)C(=O)O1 (stereo unspecified) | 0.92
Cc1cccc(C)c1NC(=O)CCCN1CC(C)OC(C)C1 (stereo unspecified) | 0.63
Cc1n[nH]c(C)c1S(=O)(=O)N1CCCC(C(=O)N2CCN(c3ccc(Cl)cc3)CC2)C1 (stereo unspecified) | 1.2
CCOC(=O)c1cc(-c2nnc(-c3ccc(Oc4ccccc4)cc3)o2)c(C)nc1C | -2.8
O=C(COC(=O)c1cccnc1Cl)c1cccc(Cl)c1 | -0.99
CNc1nc(OCCNC(=O)Nc2ccccc2)nc(N2CCOCC2)n1 | -0.28
O=C(O)c1cnc(-c2ccccc2)nc1Sc1cccc(Cl)c1 | -6.3*
Cc1nc(NCCc2ccccc2F)c(C#N)c(C)c1[N+](=O)[O-] | 0.068
Cc1ccc(NC(=O)CN(C)C(=O)CCCN2C(=O)c3ccccc3C2=O)cc1 | 0.33

Arranged by the number under Cav3 T inh (low to high): six of the compounds above.
SMILES | Cav3 T inh
O=C(Oc1ccc2c(c1)OCC2=O)c1ccccc1 | -3
CCOC(=O)c1cc(-c2nnc(-c3ccc(Oc4ccccc4)cc3)o2)c(C)nc1C | -2.8
O=C1COc2ccc(C(=O)COC(=O)c3ccc4ccccc4n3)cc2N1 | 0.14
CCC(C)NC(=O)c1c(N)n(/N=C/c2ccccn2)c2nc3ccccc3nc12 (stereo unspecified) | 0.54
Cc1cccc(C)c1NC(=O)CCCN1CC(C)OC(C)C1 (stereo unspecified) | 0.63
O=C(Cn1cnc2c(cnn2-c2ccccc2)c1=O)NCc1ccccc1 | 0.68

Looked up by compound from the list above:
SMILES | Cav3 T inh
CCOc1cc(C)c(Cl)cc1S(=O)(=O)N1CCCC1 | -2.6
CNc1nc(OCCNC(=O)Nc2ccccc2)nc(N2CCOCC2)n1 | -0.28
OC1(CN2CCOCC2)C2CN3CCN(C2)CC1(c1ccccc1)C3 (stereo unspecified) | 0.49
CCOc1cccc(NC(=O)C2CCCN(S(=O)(=O)c3ccc(-n4cnnn4)cc3)C2)c1 (stereo unspecified) | 0.76
CSc1c(CC(=O)NCCO)n(C)c2ccccc12 | -0.045
O=S(=O)(NC1CCN(Cc2ccccc2)CC1)c1cccc2cccnc12 | 0.64
Cc1ccc(S(=O)(=O)NCC2CCC(C(=O)NCc3ccco3)CC2)cc1 (stereo unspecified) | 0.23

Next part
SMILES | Cav3 T inh
O=C(Nc1ccccc1Cl)N1CCSc2ccccc21 | -3.2
Cc1cc(C)n(C2CC(=O)N(c3ccccc3)C2=O)n1 (stereo unspecified) | 0.36
CC(C)CN1CCC(=O)N(CCSc2ccc(Br)cc2)CC1 | -0.039
O=C(NCc1ccco1)C(c1ccncc1)N(CCC1=CCCCC1)C(=O)Cn1nnc2ccccc21 (stereo unspecified) | -0.25
Cc1cccc(COc2ccc(/C(O)=C3\C(=O)C(=O)N(CCN(C)C)C3c3ccncc3)cc2)c1 (stereo unspecified) | 0.71
COC(=O)c1[nH]c2cccc(OC)c2c1NC(=O)C(C)N1CCC(C)CC1 (stereo unspecified) | -0.62
COC(=O)CN(c1nc(C)c(Cl)c(OC)n1)S(=O)(=O)c1ccc(C)cc1 | -3.5*
CCOC(=O)c1[nH]c(C)c(C(=O)NCCc2ccc(OC)cc2)c1C | -0.52
CCc1nccn1S(=O)(=O)c1ccc2ccccc2c1 | -1.4
O=C(CCn1cccc1)Nc1cc(F)ccc1F | 0.75
CCOC(=O)c1ccccc1NC(=O)N[C@@H](C)C(=O)OC | 0.79
C=C(C)C(=O)Nc1cccc(C2=NOC3(C2)C[C@@H](C(N)=O)N(C(=O)c2cc([N+](=O)[O-])cc([N+](=O)[O-])c2C)C3)c1 (stereo partly specified) | 0.31
O=C(OC1CCOC1=O)c1cc(-c2ccc(Cl)cc2)nc2ccccc12 (stereo unspecified) | 0.07
CSc1nc(C)cc(OCC#N)n1 | 0.01
Cc1onc(-c2ccccc2)c1C(=O)NC(CC(=O)O)c1ccc(OC(C)C)cc1 (stereo unspecified) | 0.0046
COC(=O)CSc1nnc(C)n1-c1cccc(C#N)c1 | 0.82
O=c1nc(N2CCOCC2)ccn1-c1nc(-c2ccccc2)oc1-c1ccccc1 | -0.31
O=C(NCCCn1ccnc1)Nc1cccc2ccccc12 | -0.32
FC(F)(F)c1cc(-c2ccccc2)nc(NCc2cccnc2)n1 | -1.2
CC1CCCCC1NS(=O)(=O)c1ccc(S(=O)(=O)N2CCCC2)cc1 (stereo unspecified) | -1.9

Not all compounds are listed. The share of hits here may be higher or lower than overall.
